RAD54 inh – blocks human RAD54 Holliday junction branch migration; inhibition, % at 10.4 µM; Q92698; FAM/BHQ fluorescence; 360,000 tested, 0.14% active;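 active = mean normalized replicate activity at least 40 and at least half of replicates scoring 40 or more; inconclusive = only one of the two criteria met; inactive = mean below 40 and under half of replicates reaching 40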;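 note: 0% = median of neutral control wells and 100% = median of positive control wells; inhibitors cause a drop in the FAM fluorescence signal; in these data hits start at about 50%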
PglD inh – inhibitors of Campylobacter jejuni PglD acetyltransferase | purified PglD enzyme, DTNB colorimetric CoA detection | inhibition, % at 12.5 µM | 360,000 tested, 0.098% active; in the data active = inhibition above about 16%, passing the limit was not always enough; inconclusive = no clear call, values can overlap the other calls; note: strong numbers were not always called active
ERAP1 HTS inh – inhibitors of human ERAP1 aminopeptidase | recombinant ERAP1, Leu-AMC fluorescence, 60 min | inhibition, % at 10.7 µM | 340,000 tested, 0.15% active | AID 652197;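 active = mean replicate inhibition of at least 30%, or all replicates individually reaching that 30% level; inactive = mean below 30% and not every replicate reaching it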;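 note: 0% = neutral control wells and 100% = L-leucinethiol positive control wells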
Cneo AK release – causes C. neoformans cell lysis | 360,000 tested, 0.2% active | adenylate kinase release luminescence, 4 h; normalised: neutral wells 0, clomiphene wells 100 | lysis activity, % at 15 µM;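 active = mean lysis activity across replicates of at least 80%, whatever share of replicates individually reach that level; inactive = mean lysis activity below 80%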
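Assay system: log-phase C. neoformans yeast / Quantity: yeast cell density of 5 × 10^6 cells/mL / Medium: fresh YPD growth medium / Compound: single dose / Timing: static 4 h at 37 °C with compound, 1 h detection / Measured by: adenylate kinase release luminescence / Read-out: lysis from increased AK signal / Benchmarks: Clomiphene as positive lysis control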
PGC1a acetyl inh – PGC1a acetylation modulation, inhibitor mode; U2OS PGC1a acetylation, AlphaScreen anti-acetyl-lysine; with virally co-expressed GCN5 acetyltransferase; inhibition, % at 15.6 µM; 350,000 tested, 0.17% active;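 active = every replicate shows inhibition of at least 40%; inconclusive = mean inhibition at least 40% but some replicate below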;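 note: 0% = neutral control wells and 100% = positive control wells; some results beyond the cut were filed as inactive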
RAD52 inh – blocks human RAD52 DNA annealing; P43351; AID 651710; recombinant RAD52 DNA annealing, FRET fluorescence; inhibition, % at 18.7 µM; 360,000 tested, 0.46% active;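 active = every replicate showing at least 50% inhibition; inconclusive = mean inhibition at least 50% but not in every replicate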
Target sequence (P43351 whole entry, looked up): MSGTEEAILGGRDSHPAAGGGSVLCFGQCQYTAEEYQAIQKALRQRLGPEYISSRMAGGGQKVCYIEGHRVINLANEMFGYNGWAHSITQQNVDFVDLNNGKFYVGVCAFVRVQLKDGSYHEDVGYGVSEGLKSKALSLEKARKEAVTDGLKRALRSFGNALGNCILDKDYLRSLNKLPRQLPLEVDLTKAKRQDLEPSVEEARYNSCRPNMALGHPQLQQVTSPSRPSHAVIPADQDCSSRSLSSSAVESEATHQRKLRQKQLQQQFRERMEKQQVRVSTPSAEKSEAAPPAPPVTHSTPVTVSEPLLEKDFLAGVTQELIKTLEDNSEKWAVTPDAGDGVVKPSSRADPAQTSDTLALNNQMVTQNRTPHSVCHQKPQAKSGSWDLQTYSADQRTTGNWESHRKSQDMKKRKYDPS
miR-122 sensor – blocks miR-122 activity in Huh7 sensor cells; Huh7 miR-122 Renilla luciferase sensor, 48 h; neutral wells = 0, positive control = 100; activation (reporter increase), % at 12.5 µM; 340,000 tested, 0.3% active; AID 602342;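 active = mean replicate activation score at least 90 and every replicate individually at or above 90; inconclusive = only one of the two criteria met; inactive = neither criterion met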;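 note: higher luciferase means less miR-122 activity so hits act as miR-122 inhibitors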
E-selectin induc – induces E-selectin expression in human endothelial cells; 260,000 tested, 0.37% active; activation, % at 7.58 µM; AID 686992; HUVEC E-selectin immunofluorescence imaging; normalized: neutral wells 0, TNF-alpha wells 100; P16581;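 active = mean E-selectin-positive cell signal at least 10% of the positive control, reached in at least 60% of replicates, without over 20% cell loss; inconclusive = no rule given, readout overlaps actives, possibly toxicity-flagged; inactive = the rest, including those meeting only one limit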;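 note: in these data hits start at about 27%; measured in HUVEC primary endothelial cells; signal is the percent of cells scored E-selectin positive by PE staining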
Target sequence (P16581 whole entry, looked up): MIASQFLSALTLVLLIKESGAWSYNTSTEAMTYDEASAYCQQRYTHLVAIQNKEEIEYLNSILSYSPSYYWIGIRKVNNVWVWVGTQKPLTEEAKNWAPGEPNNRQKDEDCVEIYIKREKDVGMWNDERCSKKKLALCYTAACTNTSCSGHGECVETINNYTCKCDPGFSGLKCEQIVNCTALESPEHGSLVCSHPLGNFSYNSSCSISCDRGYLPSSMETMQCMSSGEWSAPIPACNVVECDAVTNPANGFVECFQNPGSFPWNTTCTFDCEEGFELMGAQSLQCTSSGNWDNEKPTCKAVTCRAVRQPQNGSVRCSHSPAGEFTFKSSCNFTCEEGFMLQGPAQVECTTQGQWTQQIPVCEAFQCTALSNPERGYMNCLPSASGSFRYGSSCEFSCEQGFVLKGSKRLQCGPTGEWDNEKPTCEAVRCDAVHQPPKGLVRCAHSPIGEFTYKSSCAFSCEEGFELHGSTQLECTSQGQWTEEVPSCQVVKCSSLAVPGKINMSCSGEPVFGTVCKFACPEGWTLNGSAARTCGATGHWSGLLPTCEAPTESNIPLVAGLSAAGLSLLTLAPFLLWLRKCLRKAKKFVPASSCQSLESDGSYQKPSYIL
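Test system: HUVEC; input: 3,000 HUVEC/well; measured by: immunofluorescence imaging; read-out: % PE-positive cells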
Starred values were filed as active, the others as inactive; & = joins results of further samples; [ ] = remark or other dose.

C[N+]1(C)CCC(OC(=O)C(O)(c2ccccc2)C2CCCC2)C1 (configuration not stated) was read as RAD54 inh -9.2, PglD inh -3.2, ERAP1 HTS inh -1.4, Cneo AK release 4.1, PGC1a acetyl inh -12.9, RAD52 inh 0.4, miR-122 sensor 1.7 and E-selectin induc 0.0.
CC(C)(C)c1cc(C(=O)N/N=C/c2ccco2)n[nH]1 was read as RAD54 inh -3.3, PglD inh -5.8, Cneo AK release 3.8, PGC1a acetyl inh -8.1 and miR-122 sensor -4.9.
Screening C[C@@H]1CN([C@H](C)CO)C(=O)c2cc(/C=C/c3ccccc3)cnc2O[C@H]1CN(C)C(=O)c1ccccc1 returned RAD54 inh 2.5, PglD inh 2.9, ERAP1 HTS inh -0.1, Cneo AK release 4.0, PGC1a acetyl inh -0.4, RAD52 inh 16.1, miR-122 sensor 0.1[16.7 µM] and E-selectin induc -0.2.
`NNC(=O)c1nc(-c2ccccc2)n2c1CCCCC2` gave RAD54 inh -4.0, PglD inh 1.9, ERAP1 HTS inh -0.2, Cneo AK release -0.9, PGC1a acetyl inh 5.4, RAD52 inh -9.9 and miR-122 sensor -2.7.
For O=C(NNC(=O)c1ccccc1-n1cccc1)c1ccc(Cl)c(Cl)c1 the results were RAD54 inh -4.7, PglD inh 19.8, Cneo AK release -1.5, PGC1a acetyl inh -3.3 and miR-122 sensor -3.2.
C[C@@H]1CN([C@H](C)CO)C(=O)c2cc(NS(C)(=O)=O)ccc2O[C@H]1CN(C)C(=O)Nc1ccc(F)cc1 was read as RAD54 inh 12.4, PglD inh 2.1, ERAP1 HTS inh -2.1, Cneo AK release -0.9, PGC1a acetyl inh -0.1, RAD52 inh 9.7 and miR-122 sensor -3.1[16.7 µM].
For Cc1ccc(-c2cc(C(F)F)n3ncc(C(=O)Nc4ccc(S(=O)(=O)Nc5ccccc5C)cc4)c3n2)cc1 the results were RAD54 inh 1.0, PglD inh 1.3, Cneo AK release -1.9, PGC1a acetyl inh 0.8 and miR-122 sensor 21.6.
For COc1ccc2c(COC(=O)c3ccc(C)c(S(=O)(=O)N4CCOCC4)c3)cc(=O)oc2c1 the results were RAD54 inh -2.7, PglD inh 2.7, ERAP1 HTS inh -4.6, Cneo AK release -0.2, PGC1a acetyl inh 4.5, RAD52 inh -20.4, miR-122 sensor -9.2 and E-selectin induc -0.4.
`COc1ccc2c3c([nH]c2c1)[C@@H](CO)N(C(=O)CC1CC1)CC31CCN(C(=O)c2ccccc2)CC1` gave ERAP1 HTS inh 2.2, PGC1a acetyl inh 2.1, RAD52 inh -0.5 and E-selectin induc 0.0.
`COc1ccc(S(=O)(=O)NC(CC(=O)NCCc2ccc(OC)c(OC)c2)C(C)C)cc1` (configuration not stated) gave ERAP1 HTS inh -2.7, PGC1a acetyl inh -6.6, RAD52 inh -18.2 and E-selectin induc 2.3.
COCCNC(=O)C(=O)Nc1ccc2c(c1)N(S(=O)(=O)c1cccs1)CCC2 was read as RAD54 inh -0.8, PglD inh -4.3, ERAP1 HTS inh -3.4, Cneo AK release -0.5, RAD52 inh 3.2 and miR-122 sensor 8.9.
For CCOC(=O)N1CCN(c2c(NCc3ccc(N(C)C)cc3)c(=O)c2=O)CC1 the results were RAD54 inh 4.2, PglD inh 3.2, ERAP1 HTS inh 3.1, Cneo AK release 0.8, PGC1a acetyl inh -9.0, RAD52 inh -15.2, miR-122 sensor -3.0 and E-selectin induc -0.1.
For COc1ccc(NC(=O)CN(C)C(=O)c2ccc3c(c2)S(=O)(=O)N=C2CCCCCN23)cc1 the results were RAD54 inh 6.0, PglD inh -0.8, ERAP1 HTS inh -3.6, Cneo AK release 7.1, RAD52 inh -5.7, miR-122 sensor -0.2 and E-selectin induc 1.7.
Screening CCNC(=S)N(CCc1c(C)[nH]c2ccccc12)Cc1cc(OC)c(OC)c(OC)c1 returned RAD54 inh -3.7, PglD inh -7.0, ERAP1 HTS inh -3.4, Cneo AK release -0.4, PGC1a acetyl inh -7.1, RAD52 inh -16.7, miR-122 sensor 3.4 and E-selectin induc -0.2.
`C[C@H](CO)N1C[C@H](C)[C@H](CN(C)C(=O)c2ccccc2F)Oc2ncc(C#Cc3ccc(F)cc3)cc2C1=O` gave RAD54 inh -5.1, PglD inh 1.2, ERAP1 HTS inh -2.5, Cneo AK release 3.0, PGC1a acetyl inh 1.5, RAD52 inh 0.4, miR-122 sensor 5.3[16.7 µM] and E-selectin induc 0.5.
Screening NC(=O)CSc1nnc(COc2ccccc2)n1CCc1ccccc1 returned RAD54 inh -5.3, PglD inh -3.9, Cneo AK release 6.4, PGC1a acetyl inh -5.0 and miR-122 sensor -1.0.
For C[C@@H]1CN([C@@H](C)CO)C(=O)c2cc(C#Cc3cccnc3)cnc2O[C@@H]1CN(C)Cc1ccncc1 the results were RAD54 inh -7.5, PglD inh -0.1, Cneo AK release -0.7, PGC1a acetyl inh 8.6, miR-122 sensor -3.9[16.7 µM] and E-selectin induc -0.9.
`ON(CCc1ccccn1)Cc1ccccc1` gave RAD54 inh -2.2, PglD inh 5.5, ERAP1 HTS inh 1.9, Cneo AK release 0.6, PGC1a acetyl inh 2.1, RAD52 inh -16.3, miR-122 sensor -4.3 and E-selectin induc 0.0.
For CCS(=O)(=O)Nc1ccc2c(c1)C(=O)N(C)C[C@H](OC)[C@@H](C)CN[C@@H](C)CO2 the results were RAD54 inh -4.8, PglD inh -0.1, ERAP1 HTS inh 0.3, Cneo AK release -1.0, RAD52 inh -0.3, miR-122 sensor 0.9[16.7 µM] and E-selectin induc -0.1.
Screening NC(=O)C1CCCN(C(=O)c2[nH]c(C(F)(F)F)nc2-c2ccccc2)C1 (configuration not stated) returned RAD54 inh 2.1, PglD inh -0.1, ERAP1 HTS inh 1.4, Cneo AK release -1.0, PGC1a acetyl inh 0.1, RAD52 inh -13.4, miR-122 sensor -4.3 and E-selectin induc -1.4.
`CN(C)CC(=O)N1CC2(C1)[C@H](c1ccccc1)[C@@H](CO)N2C(=O)C1CCCC1` gave ERAP1 HTS inh 0.4, PGC1a acetyl inh -5.0, RAD52 inh -17.3 and E-selectin induc 0.0.
`COc1cc(C(=O)OCC(=O)NC2CCCCC2)cc2c1OCCO2` gave RAD54 inh -7.1, PglD inh 2.6, ERAP1 HTS inh -0.1, Cneo AK release 0.5, PGC1a acetyl inh 5.6, RAD52 inh -14.8, miR-122 sensor 2.3 and E-selectin induc 4.4.
`COc1cccc(Oc2ccc(C(F)(F)F)cc2NC(=O)C2=COCCO2)c1` gave RAD54 inh -6.3, PglD inh 2.7, ERAP1 HTS inh 0.4, Cneo AK release -4.9, PGC1a acetyl inh -6.7, RAD52 inh -22.0, miR-122 sensor -1.3 and E-selectin induc -0.1.
O=C(Nc1ccc2ccccc2c1)/C(=C/c1cccc(Br)c1)NC(=O)c1ccco1 was read as ERAP1 HTS inh 5.8, PGC1a acetyl inh -6.2, RAD52 inh -14.2, miR-122 sensor 46.2 and E-selectin induc 1.2.
Screening Cc1cc(=O)n2nc(N3CCCC(C(=O)NCCc4ccc(Cl)cc4)C3)sc2n1 (configuration not stated) returned RAD54 inh 10.7, PglD inh 1.9, ERAP1 HTS inh -2.0, Cneo AK release 0.8, PGC1a acetyl inh 5.5, RAD52 inh -6.4 and miR-122 sensor -3.7.
Cc1ccc(S(=O)(=O)N2CC3(C)CN(S(=O)(=O)c4ccc(C)cc4)CC(C)(C2)C3=O)cc1 was read as RAD54 inh -8.3, PglD inh -0.7, Cneo AK release -5.4, PGC1a acetyl inh 7.0 and miR-122 sensor -3.1.
Oc1ccc(Nc2nc(-c3ccccc3O)nc3ccccc23)cc1 was read as RAD54 inh -5.4, PglD inh -1.8, ERAP1 HTS inh 1.8, Cneo AK release -1.6, RAD52 inh -2.5 and E-selectin induc 0.5.
O=C(C1c2ccccc2Oc2ccccc21)N1CCN(c2ccc(Cl)cc2)CC1 was read as RAD54 inh 1.0, PglD inh -0.9, Cneo AK release -0.8, PGC1a acetyl inh -11.8 and miR-122 sensor -2.9.
Screening CCCCOC(=O)COc1ccc(Cl)cc1Cl returned RAD54 inh -5.9, PglD inh 1.9, ERAP1 HTS inh -2.2, Cneo AK release -0.7, PGC1a acetyl inh 5.8, RAD52 inh -4.5 and miR-122 sensor -1.9.
For CO[C@@H]1CN(C)C(=O)c2cc(NC(=O)c3cc(C)on3)ccc2OC[C@H](C)N(CC2CC2)C[C@H]1C the results were RAD54 inh -2.4, PglD inh 4.4, Cneo AK release -2.6, PGC1a acetyl inh -1.3, RAD52 inh -5.5 and E-selectin induc 0.1.
CCOc1ccc(OCC(=O)NCCS(=O)(=O)N2CCN(c3ccc(F)cc3)CC2)cc1 was read as RAD54 inh 4.8, PglD inh -1.4, ERAP1 HTS inh -0.1, Cneo AK release 7.6, PGC1a acetyl inh -6.3, RAD52 inh 1.2 and miR-122 sensor -5.3.
`CC(NC(=O)NNC(N)=S)(C(F)(F)F)C(F)(F)F` gave RAD54 inh 1.1, PglD inh 1.8, ERAP1 HTS inh -1.3, Cneo AK release 3.2, PGC1a acetyl inh -2.1 and RAD52 inh -5.8.
For C[C@H](CO)N1C[C@H](C)[C@H](CN(C)S(=O)(=O)c2cccs2)Oc2ccc(NC(=O)Nc3ccc4c(c3)OCO4)cc2CC1=O the results were RAD54 inh -13.0, PglD inh 5.3, ERAP1 HTS inh -1.0&1.5, Cneo AK release 2.3, PGC1a acetyl inh -17.6&-5.3, RAD52 inh -22.5&2.7, miR-122 sensor -6.9 and E-selectin induc 0.3&1.5.
`O=C(NCCN1CCOCC1)c1cc(-c2ccccc2Cl)on1` gave RAD54 inh -20.9, PglD inh -4.9, ERAP1 HTS inh -5.7, Cneo AK release 6.0, PGC1a acetyl inh 14.2, RAD52 inh -15.7, miR-122 sensor -7.7 and E-selectin induc 1.0.
For COc1cc(/C=N/Nc2nc3ccccc3[nH]2)ccc1O the results were RAD54 inh inconclusive, PglD inh 0.3, ERAP1 HTS inh -31.3, Cneo AK release -4.8, PGC1a acetyl inh -1.4, RAD52 inh 12.5 and miR-122 sensor 5.2.
For C[C@@H]1C2CC(C/C2=N\NC(=O)c2ccncc2)C1(C)C (some centres not stated) the results were RAD54 inh -4.4, PglD inh -2.6, ERAP1 HTS inh -2.9, Cneo AK release -0.2, RAD52 inh -13.3 and miR-122 sensor -0.1.
N#Cc1ccccc1COC(=O)CCC(=O)c1cccs1 was read as RAD54 inh -4.6, PglD inh 3.5, ERAP1 HTS inh -1.4, Cneo AK release -2.9, PGC1a acetyl inh 2.8, RAD52 inh 1.5, miR-122 sensor -1.9 and E-selectin induc 0.6.
`C[C@@H]1CN([C@@H](C)CO)C(=O)Cc2cc(NC(=O)C3CCCCC3)ccc2O[C@H]1CN(C)Cc1ccc(C(F)(F)F)cc1` gave RAD54 inh -1.2, PglD inh -1.7, ERAP1 HTS inh -0.5, Cneo AK release -0.9, PGC1a acetyl inh 4.4, RAD52 inh 22.0, miR-122 sensor -14.0[16.7 µM] and E-selectin induc -0.1.
For C[C@@H]1CN([C@@H](C)CO)C(=O)Cc2cc(NC(=O)NC3CCCCC3)ccc2O[C@@H]1CN(C)C(=O)NC1CCCCC1 the results were RAD54 inh 0.3, PglD inh -4.7, ERAP1 HTS inh 1.9, Cneo AK release 2.3, PGC1a acetyl inh -0.9, RAD52 inh 1.9, miR-122 sensor -4.7[16.7 µM] and E-selectin induc 0.2.
`CCOC(=O)c1cc(-c2ccccc2)nn1-c1ccccn1` gave RAD54 inh -3.9, PglD inh -0.9, Cneo AK release 0.5, PGC1a acetyl inh 1.3 and miR-122 sensor 7.5.
